# Bioassay records: PubChem BioAssay, several laboratories
# T cell modulator: T cell immune modulators affecting CD8 T cell-vesicle binding. 2C CD8+ T cell-vesicle binding, flow cytometry; active compounds read low. calls only at 7 µM. hit rate 0.068% among 330,000. AID 2052;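 active = response, share of CD8 T cells binding vesicles, and their 90th percentile fluorescence all below set limits, cut at about 80% in these data, passing the limit was not always enough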
#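 material = purified 2C TCR transgenic mouse naive CD8+ T cells | controls = Unloaded micro-vesicles (low), QL9 vesicles with 0.7% DMSO (high) | detection = cytometric PE anti-B7-1 and Alexa647 anti-CD8 signals after 1% paraformaldehyde fixation | incubation = binding step 1.5 h, 37 °C, antibody labelling 20 min, ice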
# Myeloid diff 2: myeloid differentiation induction; ER-HoxA9 myeloid progenitors, lysozyme-GFP differentiation, flow cytometry; calls only at 10 µM; hit rate 1% among 360,000; AID 624256;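 active = normalized GFP-positive differentiation at or above the plate's own cutoff, the solvent-only control mean plus 3 SD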;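 note: cells exposed to compound for four days before flow analysis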
# Dynein cargo inh: blocks dynein driven cargo transport along microtubules. z-score, hits read low. hit rate 0.47% among 220,000. AID 1381. 3617.4 mouse cells, GR-EGFP nuclear translocation imaging; test concentration mostly 20 µM; stimulated with dexamethasone, 1 µM; active compounds read low;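 active = plate z-score of nuclear minus cytoplasmic receptor signal below a set negative limit, without overly bright fluorescence or cell loss, cut at about -3.5 in these data, passing the limit was not always enough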;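 note: z-score of nuclear minus cytoplasmic ring GR-EGFP intensity difference per well; some compounds called inactive have numbers as strong as hits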
#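 Also added – dexamethasone, 1.0 µM final · Buffer or medium – tet-free, stripped-serum medium · Schedule – induction 48 h, compound 1 h, agonist 30 min · Detection – formaldehyde fixation, Hoechst nuclear stain, 10x automated fluorescence imaging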
# MT stabilize HCS: microtubule stabilization, imaging screen. % tubulin-high responders, % at 10 µM. hit rate 0.83% among 200,000. HeLa tubulin immunostaining HCS, 24 h; share of cells brighter than vehicle mean+2SD. AID 2205;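 active = plate Z-score above 3 for both tubulin-high and condensed-nucleus cell shares, with cell loss under 80%, at 10 µM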;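 note: anti alpha tubulin signal scored within the nucleus-defined area of each cell; some results filed as inactive read as strong as hits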
# Hep lipid drop: modulators of hepatic lipid droplet formation. AML12 mouse hepatocytes, oleate lipid droplets, BODIPY imaging. inhibition, % at 6.5 µM. hit rate 0.4% among 240,000;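 active = lipid droplet intensity inhibited by at least 50%, with more than 500 cells counted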
#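 Material: mouse AML12 hepatocyte cell line, fixed after treatment; Timing: compound with oleate, overnight; Technique: high-content imaging of BODIPY-stained droplets and DAPI nuclei; Probe or stimulus: oleate, 100 µM final; Dosing: compound at 6.5 µM only.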
# bCat nuc transl: alters nuclear translocation of beta-catenin in HeLa cells | immunofluorescence imaging | nuclear translocation activity, % at 5 µM | hit rate 0.3% among 190,000 | AID 1665;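 active = nuclear translocation activity above 50% at 5 µM, with a well cell count of 50 or more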;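 note: per-cell ratio of nuclear to cytoplasmic median beta-catenin stain intensity; plate controls were DMSO negative control for no effect and GSK-3 inhibitor IX positive control for full effect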
#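 System: Human HeLa cells, endogenous beta-catenin | Compound dosing: 5 µM primary, 0.02–20 µM confirmation | Timing: 24 h compound exposure at 37°C, 5% CO2 | Measured by: Fluorescence imaging of beta-catenin antibody stain plus DAPI | Read-out basis: % activation of per-cell nuclear versus cytoplasmic median beta-catenin signal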
# TNAP activation fold: human TNAP enzyme activators, primary screen, biochemical, luminescent, no phosphate acceptor, uHTS (AID 1001); purified TNAP, luminescent activation assay, no phosphate acceptor; higher activation fold means a stronger effect; activation fold at 20 µM; hits with a dose series show EC50 in µM; hit rate 0.03% among 200,000; in the data active = activation fold from about 3, or a potency from the dose series; inactive = the rest, 99 in 100 with activation fold below about 1.6; note: many of its hits are not listed in these tables
# PMI inhibitors: inhibitors of human PMI, primary screen, biochemical, fluorescence intensity, coupled assay (AID 1209); hit rate 0.42% among 190,000; one-dose inhibition, % at 20 µM; IC50 in µM for titrated hits; purified PMI enzyme, coupled fluorescence intensity; higher % means a stronger effect; in the data active = inhibition above about 50%;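 note: plate controls were DMSO vehicle for no effect and wells lacking substrate for full effect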
# Insulin prom up: MIN6 insulin promoter up-regulation; hit rate 0.3% among 190,000; z-score at 5 µM; MIN6 insulin promoter-GFP reporter, high-content imaging; active compounds read high; AID 1625;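 active = z-score above 3 at 5 µM with at least 500 cells counted in the well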
# Dynein cargo inh cytoplasmic EGFP: also measured in Dynein cargo inh; calls as there; z-score; measured here: cytoplasmic GR-EGFP intensity; active compounds read high
# Dynein cargo inh nuclear GR-EGFP: further read-out of Dynein cargo inh, marked with its call; z-score; measured here: nuclear GR-EGFP intensity;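 lower value marks the stronger effect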
# Dynein cargo inh cell count: further read-out of Dynein cargo inh, marked with its call; z-score; measured here: cell count per field
# Insulin prom up cell count: recorded beside Insulin prom up, whose call it bears; cell count; measured here: cytotoxicity, nuclei count;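 total cells summed across four imaged fields per well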
# Hep lipid drop cells 6.5 µM: second read-out of Hep lipid drop, no call of its own (marks repeat the call); cell count; measured here: cell count, cytotoxicity flag;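 cells counted across two imaged fields per well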
# bCat nuc transl cell count 5 µM: further read-out of bCat nuc transl, marked with its call; cell count; measured here: cell count, cytotoxicity flag
# T cell modulator vesicle-bound %: second read-out of T cell modulator, no call of its own (marks repeat the call); double positive events, %; measured here: CD8+ vesicle-bound cell fraction;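 binding gate set so that unloaded-vesicle control wells show 10% double positive cells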
# MT stabilize HCS Hoechst-high %: second read-out of MT stabilize HCS, no call of its own (marks repeat the call); % Hoechst-high responders; measured here: nuclear condensation Hoechst responders;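 share of cells brighter than vehicle mean plus two SD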
# MT stabilize HCS cytotoxicity %: further read-out of MT stabilize HCS, marked with its call; toxicity, %; measured here: cytotoxicity by cell density;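 0% = mean cell density of plate MIN control wells and 100% = no cells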
# Myeloid diff 2 GFP+ MAC1+ %: second read-out of Myeloid diff 2, no call of its own (marks repeat the call); GFP+ MAC1+ double positive, %; measured here: differentiation confirmed by MAC1 staining
# Active calls of the source: *; i = inactive; x = not tested or not shown; + = active, no number; & = joins results of further samples. An unsorted share of the library. About 3% of those tested had a hit in this group.
SMILES,T cell modulator,T cell modulator vesicle-bound %,Myeloid diff 2,Myeloid diff 2 GFP+ MAC1+ %,Dynein cargo inh,Dynein cargo inh cytoplasmic EGFP,Dynein cargo inh nuclear GR-EGFP,Dynein cargo inh cell count,MT stabilize HCS,MT stabilize HCS Hoechst-high %,MT stabilize HCS cytotoxicity %,Hep lipid drop,Hep lipid drop cells 6.5 µM,bCat nuc transl,bCat nuc transl cell count 5 µM,TNAP activation fold,PMI inhibitors,Insulin prom up,Insulin prom up cell count
CCOc1ccc(-n2c(N)c(C(=O)NCc3ccco3)sc2=S)cc1,i,56.7,i,1.5,-0.472,-0.159,0.0329,0.101,2.0,1.8,3.0,x,x,-0.9,1452,1,24.2%,-0.17,1576
CCOC(=O)C1CCCN(S(=O)(=O)Cc2ccccc2)C1 (stereo not drawn),i,27.5,i,6.6,0.032,-0.37,0.351,0.569,6.0,3.7,1.5,12.9,796,0.8,1140,1.1,5.8%,-1.12,1071
O=C(O)c1cc(Cl)nc2ccccc12,i,28.9,i,0.1,-0.0674,-0.284,-0.087,0.192,x,x,x,-10.6,674,-1.2,1376,x,x,1.3,1462
CCCCCC(=O)N1CCN(CCN=CC2=C(O)CC(c3cccs3)CC2=O)CC1 (stereo not drawn),i,28.8,i,5.7&6.4,0.306,-0.159,0.165,0.302,2.5,2.3,7.7,5.7,782,x,x,1.1,-2.1%,x,x
CNCc1cc(Br)c(OCC(=O)Nc2ccccc2OC)c(OC)c1,i,17.3,i,0.3,-0.433,-0.241,0.00703,0.00263,2.0,1.8,5.4,x,x,0.4,1508,1.1,-1.4%,-0.32,1432
Cc1ccc(C2CC(=O)NC(SCc3ccccc3)=C2C#N)o1 (stereo not drawn),i,15.1,i,0.9,0.0195,-0.335,0.00693,0.0985,2.6,2.4,8.5,x,x,-1.2,794,1.1,11.1%,3.43*,966*
CN1CCN(c2nc3c(c(=O)[nH]c(=O)n3C)n2Cc2cccc3ccccc23)CC1,i,46.8,i,0.2,2.74,-0.187,0.927,-1.25,1.3,1.4,1.9,x,x,3.3,698,1.1,5.9%,-0.78,1260
O=C(CCn1c(=S)[nH]c2ccccc2c1=O)NCCCN1CCCC1=O,i,47.9,i,3.2,-0.559,-0.308,-0.191,0.00263,5.9,2.2,2.3,x,x,1.5,1482,1.1,12.2%,1.6,1461
CC(=O)c1ccc(NC2OC(CO)C(O)C(O)C2O)cc1 (stereo not drawn),i,19.9,i,1.0,-0.0398,-0.116,0.0208,0.231,1.5,1.7,7.0,x,x,-5.5,1010,1,-4.2%,-0.9,1367
Cc1cc(C)c(OCCOCCN(C)C)c(Br)c1,i,48.3,i,0.8,0.221,-0.234,0.187,-0.0641,1.6,2.1,9.0,-35.1,684,x,x,1.1,-12.0%,0.8,1349
COc1cc(NC(=O)CCc2ccccc2)nc(OC)n1,i,38.6,i,6.8,-0.0011,-0.238,-0.0694,-0.633,3.6,2.0,5.3,-13.6,722,-1.2,1203,1,4.4%,-0.61,1112
C/C(=C\c1ccc2c(c1)OCO2)C(=O)c1c(C)cc(C)[nH]c1=O,i,1.2,i,0.0,-0.0909,-0.239,-0.173,0.231,0.9,1.4,9.2,8.9,631,1.1,1061,1.1,1.7%,-0.11,1464
CC(=O)OCC1OC(OC(C)=O)C(NC(=O)c2cccnc2)C(OC(C)=O)C1OC(C)=O (stereo not drawn),i,51.0,i,1.3,0.159,-0.205,0.198,0.593,3.4,2.1,2.6,-13.1,690,-1.9,951,1,-14.3%,0.16,1338
O=C1OC(c2ccc(Br)cc2)=N/C1=C\N1CCCCC1,i,34.4,i,0.8,-0.624,0.0489,0.247,2.12,2.7,1.1,5.0,-2.6,582,x,x,1,8.2%,-0.05,1258
COC(=O)C1=C(CSc2nc3ccccc3o2)NC(=O)NC1c1cc(C)ccc1C (stereo not drawn),i,58.7,i,0.9,2.39,0.0785,1.3,-0.76,3.1,1.7,16.1,0.9,768,-0.7,1148,1,14.5%,0.04,1278
COc1ccccc1C(=O)NNC1=C(C(=O)C(F)(F)F)CCC1,i,10.4,+,4.6*,-0.195,-0.172,-0.171,-0.00976,2.3,0.9,1.9,x,x,1.0,1261,0.9,-18.7%,-0.16,1534
CN(C)CCCN1C(=O)CSC1c1ccc([N+](=O)[O-])cc1 (stereo not drawn),i,7.8,i,0.2,0.512,-0.365,0.115,-0.0489,8.8,1.5,7.0,-0.7,713,0.6,1491,1,7.7%,-0.33,1430
Cc1cccnc1NCc1ccc(O)c2ncccc12,i,35.4,i,1.0,-1.53,-0.22,-0.747,0.946,3.5,0.9,18.5,x,x,-3.7,795,1.2,48.4%,-0.52,1195
Oc1c(C(Nc2cccc(C(F)(F)F)c2)c2ccncc2)ccc2cccnc12 (stereo not drawn),i,22.2,i,0.0,0.0897,-0.271,0.317,0.772,7.5,0.5,36.3,3.7,621,-3.6,761,1.2,10.2%,-0.93,803
N#Cc1nc(-c2ccccc2F)oc1NC1CCCCC1,i,65.3,i,3.3,-0.601,-0.229,-0.351,0.484,3.4,3.1,8.7,x,x,x,x,0.8,4.0%,0.55,535
Cc1cccc(C(=O)NCc2nnc(SCC(=O)N3CCN(c4ccccc4)CC3)n2C)c1,i,25.2,i,0.7,1.17,-0.201,0.467,-0.758,3.3,2.0,6.8,x,x,x,x,x,x,x,x
O=C(NNC(=O)c1ccccc1[N+](=O)[O-])c1ccccn1,i,40.9,i,0.6,0.768,0.0141,0.746,-0.614,x,x,x,-11.3,649,-0.7,1048,1.9,21.3%,0.47,1465
O=C(O)Cc1ccc(NC(=O)c2ccc(NC(=O)c3ccco3)cc2)cc1,i,11.0,i,9.2,-0.809,-0.183,-0.473,0.817,4.2,2.9,7.3,-0.6,768,x,x,1.1,12.3%,0.51,729
CCOC(=O)CSc1nnc2n1C(C)(C)Cc1ccccc1-2,i,39.4,i,0.8,-0.791,1.18,0.249,-0.2,2.5,2.8,21.7,-7.0,716,-2.6,1185,1,-12.1%,0.14,1347
CCCCN1C(=O)c2ccccc2C1C(=O)NC1CCCC1 (stereo not drawn),i,12.5,i,0.8,-1.2,-0.314,-0.578,2.45,1.7,1.5,6.0,x,x,-5.5,955,1.2,-3.7%,-0.18,1664
CC(=O)Nc1cccc(NC(=O)CS(=O)(=O)c2cn(CC(=O)N3CCOCC3)c3ccccc23)c1,i,34.9,i,0.8,-1.55,0.238,-0.272,1.43,3.9,2.7,6.8,14.2,669,0.0,1151,1.1,-5.7%,-0.01,1334
Cn1c(SCC(=O)NC(=O)CN2CCCC2=O)nnc1-c1ccc(F)cc1,i,19.3,i,0.1,-0.208,-0.342,-0.305,1.65,2.3,2.3,8.8,23.3,687,-0.3,1112,1,-13.0%,-0.74,1289
CCNc1ccccc(C(=O)/C=C/c2ccc3c(c2)OCO3)c1=O,i,30.1,i,0.3,-3.02,0.666,-1.35,0.512,1.6,1.3,6.5,-1.1,823,-4.2,994,0.9,-15.4%,0.36,828
COc1ccc(NC(=O)C2CC(=O)NC3=C2C(=O)CC(C)(C)C3)cc1 (stereo not drawn),i,40.9,i,0.5,-1.26,0.184,-1.37,-0.175,2.8,1.9,8.6,x,x,x,x,1.1,2.8%,x,x
CC1(C)CC(=O)C(N=Nc2ccc(Cl)cc2)=C(O)C1,i,42.9,i,0.0,0.18,-0.174,0.39,-0.37,7.4,2.2,6.0,3.5,614,-1.6,1071,0.9,9.8%,1.12,1465
Cc1sc(NC(=O)c2ccc(Cl)s2)c(C(N)=O)c1C,i,31.9,i,4.1,-0.339,-0.079,0.26,-2.08,4.5,2.5,8.4,-23.2,550,1.6,1073,0.9,12.9%,0.31,1170
CCc1sc(N)nc1-c1ccccc1,i,41.3,i,1.3,0.504,-0.127,0.404,-0.857,9.3,1.4,3.8,0.6,714,-0.6,1150,1.1,7.1%,0.44,1475
Cc1ccc2oc(=O)c3cc(C(=O)NCCN4CCc5ccccc5C4)sc3c2c1,i,64.8,i,2.1,2.33,-0.0487,2.81,-1.9,2.6,1.9,4.1,2.9,712,-1.4,513,1,-5.8%,1.05,1105
CCN(CC)S(=O)(=O)c1ccc(NC(=O)c2c(-c3ccccc3)noc2C)cc1,i,45.8,i,3.3,-0.0316,-0.158,0.0988,0.302,2.1,2.2,4.6,2.9,679,-0.2,1101,1,19.2%,-0.55,1467
CCCOc1ccc(Cn2c(C)nc([N+](=O)[O-])c2SCC(O)COC)cc1[N+](=O)[O-] (stereo not drawn),i,51.2,i,1.2,0.515,0.325,0.0815,-0.501,3.1,1.6,1.4,x,x,0.2,1400,1,10.2%,0.2,1489
